IDE cell activ – boosts human insulin-degrading enzyme activity in HEK cells. 340,000 compounds, 0.073% hits. activation, % at 5.96 µM. P14735. FAbeta-B cleavage, fluorescence polarization; 0% vehicle, 100% cell-free pure enzyme wells;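 active means activation above the mean of all tested compounds plus 3 SD, set per screening campaign, cut at about 17% in these data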
IDE inh – inhibits human insulin-degrading enzyme in HEK cells. AID 434962. P14735. 320,000 compounds, 0.41% hits. inhibition, % at 5.59 µM. FAbetaB cleavage, fluorescence polarization;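 active means percent inhibition above the average of all tested compounds plus 3 SD, set per screening campaign, cut at about 16% in these data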;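 further: IDE supplied by intact live HEK cells; FP after avidin binding of uncleaved biotin substrate so inhibition keeps polarization high; 0% = DMSO wells and 100% = 60 µM reference IDE inhibitor Ii1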
GPR7 antagonist – human neuropeptides B/W receptor 1 antagonism. AID 1861. P48145. GPR7-expressing cells, fluorescence antagonist assay. 290,000 compounds, 1.1% hits. inhibition, % at 4.4 µM; in the data active means inhibition above about 16%, passing the limit was not always enough;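 further: cells stimulated with the agonist NPW; 0% = agonist with vehicle and 100% = vehicle without agonist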
Target sequence (P48145 whole entry, looked up): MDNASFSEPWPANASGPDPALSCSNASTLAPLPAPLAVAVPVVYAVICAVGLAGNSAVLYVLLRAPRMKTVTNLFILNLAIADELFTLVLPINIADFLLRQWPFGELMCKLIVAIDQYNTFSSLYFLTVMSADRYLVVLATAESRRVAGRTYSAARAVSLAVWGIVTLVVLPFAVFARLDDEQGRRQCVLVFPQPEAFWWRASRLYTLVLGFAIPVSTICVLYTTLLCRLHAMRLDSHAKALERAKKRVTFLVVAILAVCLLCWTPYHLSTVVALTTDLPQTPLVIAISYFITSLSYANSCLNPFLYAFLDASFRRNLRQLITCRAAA
PfM18AAP inh – PfM18AAP enzyme inhibition. inhibition, % at 7.35 µM. recombinant PfM18AAP, H-Glu-NHMec fluorogenic cleavage. AID 1822. 290,000 compounds, 1.2% hits;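 active means inhibition above the campaign mean inhibition over all tested compounds plus 3 SD, cut at about 28% in these data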;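 further: 0% = plate median of test compound wells and 100% = 2 mM ZnCl2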
pCIP destab – lowers stability of the mouse p/CIP coactivator protein | Q05BA5 | F442A p/CIP-EGFP cells, EGFP fluorescence, 16 h | decrease of EGFP signal, % at 10 µM | 290,000 compounds, 0.01% hits | AID 1984;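 active means EGFP signal decrease of at least 30% at 10 µM or well 3 SD below plate mean, unless failing retest; inactive means the rest, including hits failing retest or dose response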; further: some compounds called inactive have numbers as strong as hits; many of its hits are not listed in these tables
IMP-1 inhibitor – inhibitors of Pseudomonas aeruginosa IMP-1 metallo-beta-lactamase; purified IMP-1, nitrocefin hydrolysis, epi-absorbance fluorescence; inhibition, % at 5.6 µM; 290,000 compounds, 0.45% hits;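 active means inhibition above the mean plus 3 SD of all compounds in the same screening run, cut at about 4.5% in these data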;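 further: 0% = IMP-1 with DMSO and 100% = DMSO wells lacking enzyme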
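assay system = purified recombinant IMP-1 metallo-beta-lactamase enzyme | schedule = 15 min preincubation plus 25 min reaction at 25 °C | signal = Epi-absorbance fluorescence, 480 nm excitation, 530 nm emission | read-out basis = percent inhibition from optical density relative to buffer-blank wells | controls = IMP-1 with DMSO as 0%, enzyme-free DMSO as 100%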
NALP1 yeast inh – inhibitors of NALP1 inflammasome in yeast | S. cerevisiae NALP1/ASC/caspase-1 growth, X-gal OD620, 72 h | inhibition, % at 10 µM | 280,000 compounds, 0.61% hits | AID 2071; in the data active means inhibition mostly above about 24%, no sharp cut-off; inactive means mostly below about 32%; further: some compounds called inactive have numbers as strong as hits
VIM-2 inh – inhibitors of Pseudomonas aeruginosa VIM-2 metallo-beta-lactamase; 290,000 compounds, 0.89% hits; purified VIM-2, nitrocefin hydrolysis, epi-absorbance fluorescence; AID 1527; inhibition, % at 5.6 µM;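 active means inhibition above the mean of all tested compounds plus 3 SD, cutoff set per screening run, cut at about 7.5% in these data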;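 further: red hydrolysis product quenches plate fluorescence so inhibitors raise well fluorescence; 0% = enzyme with DMSO and 100% = DMSO without enzyme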
PHOSPHO1 block – inhibitors of human PHOSPHO1 phosphatase; AID 1565; inhibition, % at 13.3 µM; recombinant PHOSPHO1, absorbance phosphatase assay; 290,000 compounds, 1.1% hits; in the data active means inhibition above about 60%
Target sequence (Q8TCT1 whole entry, looked up): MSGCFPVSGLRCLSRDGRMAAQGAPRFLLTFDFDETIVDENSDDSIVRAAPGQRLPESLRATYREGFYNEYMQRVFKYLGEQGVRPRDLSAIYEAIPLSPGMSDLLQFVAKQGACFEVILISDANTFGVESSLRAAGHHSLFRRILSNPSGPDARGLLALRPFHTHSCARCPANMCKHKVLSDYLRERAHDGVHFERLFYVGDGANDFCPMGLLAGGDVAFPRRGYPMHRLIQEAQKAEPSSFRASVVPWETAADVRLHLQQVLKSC
The depositor's hits bear a star; / = no result given.

SMILES	IDE cell activ	IDE inh	GPR7 antagonist	PfM18AAP inh	pCIP destab	IMP-1 inhibitor	NALP1 yeast inh	VIM-2 inh	PHOSPHO1 block
CNC[C@H](CC1CCCCC1)NC[C@H](CO)NCCc1cccc(C(F)(F)F)c1	6	-7	26	-1	-2	-0.9	13	21*	20
CC(=O)OC(COC1C[C@@H]2CC[C@@]1(C)C2(C)C)C[N+]1(C)CCCCC1 (some centres not stated)	3	4	-13	-13	-5	-0.1	13	-1.8	33
Cc1ccc2cc(C(c3nnnn3CC3CCCO3)N3CCc4ccccc4C3)c(=O)[nH]c2c1 (configuration not stated)	0	15	-4	18	2	-0.3	-2	-1.4	-10
Cn1ccc(O)c(C#N)c1=O	4	7	5	-3	-6	-2.7	-11	-3.3	4
COC(=O)c1c(NC(=O)Cc2ccccc2)sc2c1CCN(C(C)C)C2	4	0	4	1	-1	-6.2	15	-0.1	33
CN(C)c1nc2c(c(=O)[nH]c(=O)n2C)n1Cc1ccc(F)cc1	-1	1	-2	-4	-4	-2.0	/	-3.5	12
COC(=O)c1cc(NC(=O)Cn2nc(C)n3cccc3c2=O)cc(C(=O)OC)c1	1	7	-5	-6	2	-4.7	-1	-0.5	12
CCOc1ccc(CN2CCNC(=O)C2CC(=O)NCCc2nc(C)c3c(n2)CCC3)cc1 (configuration not stated)	4	/	-11	7	11	-2.5	2	-4.2	26
CCOC(=O)C1(CCOc2ccccc2)CCN(CC(O)CO)CC1 (configuration not stated)	5	9	-4	0	-9	-2.5	18	-2.2	/
Cc1ccc(S(=O)(=O)Nc2ccc(O)c3ccccc23)c(C)c1	0	/	12	2	4	-0.2	30	-0.3	6
CC(C)(C)n1nnnc1C(c1ccncc1)N1CCN(c2ccc(O)cc2)CC1 (configuration not stated)	-4	0	7	30*	-9	-0.8	11	-1.1	8
COc1cc(OC)cc(C(=O)N[C@H](C(=O)NCCc2c[nH]c3ccccc23)C(C)C)c1	2	-4	-4	4	-7	-4.3	-18	-3.0	4
Cc1ccccc1OCC(=O)Nc1ccccc1N1CCOCC1	6	4	-5	-9	-21	0.5	1	2.3	-6
NC(=O)C1CC(=O)N(c2ccc(OCc3c(F)cccc3Cl)cc2)C1 (configuration not stated)	3	3	-10	-11	0	-1.1	-5	-0.6	27
COc1cccc(/C=C2\SC(=S)N(CCC(=O)NC3C=CS(=O)(=O)C3)C2=O)c1 (configuration not stated)	7	-9	-17	8	0	8.2*	4	-0.2	8
CC(C)C(C(=O)Nc1ccc(N2CCOCC2)cc1)N1C(=O)c2ccccc2C1=O (configuration not stated)	2	-1	-6	-8	11	-0.8	15	-1.6	11
CC(=O)NCCC(=O)Nc1cc(S(=O)(=O)N2CCOCC2)ccc1Oc1ccccc1	1	-2	-14	-2	-6	-1.4	18	-1.8	-9
COc1ccc(OC)c(NC(=O)CSc2nnnn2-c2ccc3c(c2)OCO3)c1	3	1	9	-1	5	-2.8	33	-3.0	-10
CN(CCC1CCOCC1)Cc1nc(Cc2ccccc2F)no1	3	1	2	-3	-13	-2.4	-4	-1.4	28
C/C(CC(=O)Nc1ccc(Cl)c(C(F)(F)F)c1)=N\NC(=O)c1cnccn1	-1	-3	-9	-7	-4	-1.0	10	-2.8	38
Cc1ccccc1CC(=O)Nc1ccc(S(=O)(=O)N2CCOCC2)cc1	7	5	2	-9	7	-3.0	-6	-2.5	/
COc1cccc(NC(=O)c2ccc(C(=O)c3ccccc3)o2)c1	-2	-1	-10	1	-8	-1.7	4	-0.8	-6
COc1cc(OC)cc(C(=O)NCC(=O)OCC(=O)Nc2cc(S(C)(=O)=O)ccc2Cl)c1	0	2	-10	-7	-19	-2.1	16	-1.2	-8
CCCCCCCCCC(=O)N1CCN(c2cc3c(cc2F)c(=O)c(C(=O)O)cn3CC)CC1	7	-2	-16	4	-16	-1.3	4	-2.9	/
CC1CC(C)CN(C(=O)CCNC(=O)Cn2ccc3ccccc3c2=O)C1 (configuration not stated)	1	-3	-14	-7	2	-1.4	16	-0.7	5
Cc1ccccc1OCC(=O)N/N=C/C=C/c1ccccc1	2	3	-15	-14	5	-3.3	2	-2.1	-11
CCCC12CN(C(=O)c3ccc([N+](=O)[O-])cc3)CC(C)(CN(C(=O)c3ccc([N+](=O)[O-])cc3)C1)C2=O	/	1	5	-4	0	-0.7	-1	-2.0	23
Cc1cc(C)nc(SCc2cc(=O)c(OC(=O)c3cc([N+](=O)[O-])ccc3Cl)co2)n1	3	5	0	4	11	-2.7	40	-0.9	-6
COc1ccc(/C=C/C(=O)c2ccc(NS(=O)(=O)c3ccc(C)cc3)cc2)cc1O	1	-2	6	-10	-4	-3.0	19	0.7	-7
CN(C)/C=N/c1sc2c(c1C#N)CC(C)(C)NC2(C)C	7	-1	-8	0	2	-2.0	0	-1.7	-4

Some of these compounds in order of SMILES length, lowest first.
SMILES	IDE cell activ	IDE inh	GPR7 antagonist	PfM18AAP inh	pCIP destab	IMP-1 inhibitor	NALP1 yeast inh	VIM-2 inh	PHOSPHO1 block
COc1cccc(NC(=O)c2ccc(C(=O)c3ccccc3)o2)c1	-2	-1	-10	1	-8	-1.7	4	-0.8	-6
Cc1ccccc1CC(=O)Nc1ccc(S(=O)(=O)N2CCOCC2)cc1	7	5	2	-9	7	-3.0	-6	-2.5	/
CCCCCCCCCC(=O)N1CCN(c2cc3c(cc2F)c(=O)c(C(=O)O)cn3CC)CC1	7	-2	-16	4	-16	-1.3	4	-2.9	/
CCCC12CN(C(=O)c3ccc([N+](=O)[O-])cc3)CC(C)(CN(C(=O)c3ccc([N+](=O)[O-])cc3)C1)C2=O	/	1	5	-4	0	-0.7	-1	-2.0	23

(continued)
SMILES	IDE cell activ	IDE inh	GPR7 antagonist	PfM18AAP inh	pCIP destab	IMP-1 inhibitor	NALP1 yeast inh	VIM-2 inh	PHOSPHO1 block
O=C(Nc1cccc(NC(=O)c2cccs2)c1)c1ccc(Br)o1	-2	-9	-2	1	8	-0.7	27	-2.2	37
O=C(CN1C(=O)/C(=C/c2ccccc2)SC1=S)NNC(=O)c1ccccc1O	4	-4	-4	9	-4	-4.5	-4	-2.8	-51
CC(=O)c1cccc(NC(=O)CCNC(=O)c2cccc(C)c2)c1	4	7	-16	-8	-13	-2.1	21	-1.8	24
COc1ccc(Nc2ncnc3sc(-c4ccccc4)cc23)cc1	1	9	-1	3	-7	-3.2	9	-2.2	22
Cn1c(CNC(=O)CNC(=O)c2ccc(F)cc2)cc(=O)n(C)c1=O	2	0	-5	-7	-13	-3.1	8	-1.6	28
Cc1cc(C)n(C(=O)Cn2nc([N+](=O)[O-])c(Br)c2C)n1	4	4	-4	-3	2	-1.7	2	-0.4	-10
CN(c1ccccc1)c1nc(N)c([N+](=O)[O-])c(N2CCCC2)n1	1	6	-12	-3	-3	-3.0	6	-1.2	19
Cc1cc(S(=O)(=O)Nc2ccc(C(=O)N3CCN(c4ccccc4O)CC3)cc2)ccc1F	0	4	-1	17	3	-1.6	6	-2.0	/
CCN(CC)c1ccc(N2C(=O)CSC2=S)cc1	4	-5	-2	13	-12	1.2	-5	0.3	1
CCOC(=O)c1c(C)[nH]c(C)c1C(=O)CSc1nnc(-c2cc(OC)c(OC)c(OC)c2)o1	5	1	-2	-1	-9	-0.8	24	0.2	23
CCOc1ccc(CN2CCN(CC3CC3)CC2CCO)cc1 (configuration not stated)	-2	1	-21	2	-2	-3.0	16	-2.6	/
O=c1oc2ccccc2n1Cc1cccc(Cl)c1	0	2	-5	7	-14	-0.9	0	-2.2	45
Cc1c(C=O)c(Cl)n(C)c(=O)c1C#N	0	-1	6	11	-7	-0.2	3	2.9	-32
O=C(NCc1ccncc1)c1cc(F)c(F)cc1Cl	8	2	-9	-9	-4	-2.4	-2	-0.4	48
CC(C)(C)C(=O)N1CCC(O)(CS(=O)(=O)Cc2ccccc2Cl)CC1	6	1	-8	7	-11	-1.8	19	-5.2	0
COc1ccc(-n2nc3c(c2NC(=O)C(C)C)CSC3)cc1	7	2	-6	-11	-10	-2.0	14	-0.6	18
O=C(Nc1cccc(N2C(=O)C3CCCCC3C2=O)c1)c1ccccc1 (configuration not stated)	2	1	-7	-2	-8	-0.4	7	-3.3	-10
CN1CCN(NC(=O)C2CC2)CC1	4	-1	-3	-11	7	-2.2	8	-2.0	11
O=C1CCCN1CCC1CCN(C2CC(=O)N(c3ccc(Cl)cc3)C2=O)CC1 (configuration not stated)	0	-3	-5	1	-42	-2.7	7	-1.1	12
CCC(C)NC(=O)/C(=C/c1ccco1)c1ccccc1 (configuration not stated)	-1	-3	-11	2	-10	-0.7	7	1.6	53
CCN(CC)CCNCc1ccc(OCc2ccc(Cl)nc2)c(OC)c1	3	-6	-9	-8	-11	-2.2	21	1.2	-11
COc1ccc(CN2C3CCCC2CC(NC(=O)c2cccc(F)c2)C3)cc1 (configuration not stated)	5	2	-14	1	-6	-2.2	3	-1.8	54
Cc1ccc(C(=O)n2ncn(C)c2=S)cc1	-4	/	-3	-4	-6	-4.0	4	0.1	20
COP(=O)(OC)C(Nc1ccc(C)cc1)c1ccc([N+](=O)[O-])cc1 (configuration not stated)	6	6	1	-4	6	-3.1	17	-3.4	-9
CC(C)(C)c1ccc(O)c(N)c1	/	-1	-4	46*	-1	-3.8	-8	-0.6	27
CNc1nc(NN)nc(Nc2ccccc2)n1	-1	3	-12	33*	-4	-5.1	3	-4.2	19
O=C(NC1CCSC1=O)c1cccc(C(=O)NC2CCSC2=O)c1 (configuration not stated)	0	7	-3	-4	-4	1.0	8	0.2	1
NC(=O)CSc1cn(Cc2cccc(F)c2)c2ccccc12	0	-3	5	0	-37	-3.5	6	-2.5	27
COc1ccc(/C=C(\C#N)c2nc3ccccc3[nH]2)cc1O	-5	/	5	9	-10	-0.1	1	1.5	19
CN1C=CC=C/C1=C1\SC(=S)N(CC(=O)O)C1=O	-8	4	-7	-3	-2	0.3	-18	-0.5	29
CC(C)(CCl)C(=O)Nc1ccnc(-c2ccncc2)n1	2	-3	-4	-12	2	-3.5	36	-2.4	22
CCOC(=O)c1c(OCCO)nn(-c2ccccc2)c1N	-6	1	-8	-4	-5	-2.0	-13	0.2	8
CN(C)c1ccc(/C=N/N(CCC#N)C2=NS(=O)(=O)c3ccccc32)cc1	0	-2	-9	14	-10	-2.4	4	9.1*	37
O=C(O)c1cc(O)c2c(c1)C(=O)c1cc(O)cc(O)c1C2=O	4	1	-9	13	-12	-2.2	-3	-2.3	0
CNC(=O)Nc1cc(C(F)(F)F)cc(C(F)(F)F)c1	7	10	-14	1	-14	-4.1	23	-2.4	39
COc1cc(=O)[nH]c(SCC(=O)Nc2ccc3ccccc3c2)n1	0	3	-9	3	3	-0.9	5	-3.6	24
O=C(c1cc(-c2cccs2)nc2ccccc12)N1CCN(S(=O)(=O)c2cccc(F)c2)CC1	3	4	0	-12	10	-3.4	10	-6.4	0
O=C(NNCc1ccc(O)cc1)c1ccccc1Cl	5	3	-5	6	1	-2.1	15	0.0	26
O=C(Cn1ncc2c([nH]c3ccccc32)c1=O)NCCCN1CCN(c2ccccc2)CC1	-3	-1	9	-8	-1	-0.1	16	0.5	-3
Cc1ccc(O)c(NC(=O)c2noc3c2CCCCC3)c1	-2	-5	-6	8	-2	-2.3	0	-3.6	-7
CN1/C(=C/C(=O)C2CC2)C(C)(C)c2ccccc21	-3	-1	-17	2	6	-0.2	1	-1.2	28
